Bioassay records (PubChem BioAssay)
NPY-Y1 PAM-ag: potentiators or agonists of human neuropeptide Y receptor Y1. P25929. activation, % at 3.6 µM. 220,000 tested, 0.37% active. NPY-Y1 expressing cells, potentiator/agonist activation; in the data active = activation above about 33%, passing the limit was not always enough;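 also: cells stimulated with NPY at EC10 then isoproterenol at EC100; 0% = low agonist plus stimulus and 100% = saturating agonist plus stimulus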
Target sequence (P25929 whole entry, looked up): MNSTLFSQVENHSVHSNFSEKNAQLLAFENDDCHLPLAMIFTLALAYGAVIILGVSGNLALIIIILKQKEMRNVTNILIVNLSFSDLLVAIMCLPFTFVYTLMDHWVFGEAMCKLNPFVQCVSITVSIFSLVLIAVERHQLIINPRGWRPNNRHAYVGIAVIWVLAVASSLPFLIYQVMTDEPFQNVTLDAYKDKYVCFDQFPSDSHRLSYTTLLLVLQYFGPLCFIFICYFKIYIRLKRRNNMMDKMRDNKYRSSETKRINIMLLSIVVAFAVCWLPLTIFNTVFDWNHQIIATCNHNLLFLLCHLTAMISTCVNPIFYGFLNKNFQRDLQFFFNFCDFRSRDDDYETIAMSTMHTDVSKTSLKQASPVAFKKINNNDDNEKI
S1P4 antag: human S1P4 receptor antagonism. 220,000 tested, 0.26% active. O95977. inhibition, % at 4.98 µM. S1P4-expressing cells, antagonist mode, reporter read-out; in the data active = inhibition above about 29%;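 also: 0% = wells stimulated with agonist and 100% = vehicle wells without agonist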
CHOP inh: blocks CHOP induction under ER stress; CHO-K1 CHOP-promoter luciferase, tunicamycin-induced, 15-18 h; inhibition, % at 10 µM; 220,000 tested, 3.8% active; AID 2732;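 active = compounds that reduced the stress-induced luciferase reporter signal by more than about 70% of percent inhibition, limit read from the data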;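 also: 0% = tunicamycin plus vehicle and 100% = wells without tunicamycin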
S1P4 agonist: activates the human S1P4 receptor; 220,000 tested, 0.35% active; AID 1509; S1P4-expressing cell line, agonist reporter assay; O95977; activation, % at 4.98 µM; in the data active = activation above about 11%;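 also: 0% = DMSO vehicle and 100% = reference agonist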
Ba/F3 V617F tox: loss of viability in JAK2V617F-driven Ba/F3 cells; inhibition, % at 5.6 µM; AID 1446; 220,000 tested, 1.1% active; Ba/F3 EpoR-JAK2V617F viability, ATP luminescence;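 active = inhibition above the campaign mean plus 3 SD over all tested compounds, cut at about 24% in these data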;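 also: cytokine-independent growth of Ba/F3 cells driven by EpoR plus mutant JAK2; 0% = DMSO-treated cells and 100% = JAK inhibitor I control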
NPY2 pot ag: potentiates or activates human NPY-Y2 receptor; activation, % at 3.6 µM; cells expressing NPY-Y2, potentiator/agonist read-out; AID 1359; 220,000 tested, 0.45% active; in the data active = activation above about 27%;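 also: cells stimulated with NPY near EC25 plus isoproterenol at EC100; 0% = vehicle plus submaximal agonist and 100% = vehicle plus saturating agonist; some results beyond the cut were filed as inactive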
Target sequence (P49146 whole entry, looked up): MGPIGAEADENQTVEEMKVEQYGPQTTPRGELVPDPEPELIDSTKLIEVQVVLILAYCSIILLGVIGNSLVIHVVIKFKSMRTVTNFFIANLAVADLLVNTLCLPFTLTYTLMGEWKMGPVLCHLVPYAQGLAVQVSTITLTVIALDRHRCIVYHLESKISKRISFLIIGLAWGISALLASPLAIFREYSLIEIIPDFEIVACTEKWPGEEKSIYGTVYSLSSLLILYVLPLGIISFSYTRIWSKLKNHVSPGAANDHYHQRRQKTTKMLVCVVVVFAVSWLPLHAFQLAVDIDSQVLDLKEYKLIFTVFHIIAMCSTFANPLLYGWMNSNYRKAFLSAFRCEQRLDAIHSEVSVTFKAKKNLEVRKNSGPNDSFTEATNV
p47phox inh: p47phox (human) inhibition; p47phox/p22phox peptide binding, fluorescence polarization, 2 h; 220,000 tested, 0.53% active; AID 1274; P14598; inhibition, % at 24.7 µM;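 active = inhibition above about 30%, limit read from the data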;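 also: 0% = p47phox with labelled peptide and 100% = labelled peptide alone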
NPY-Y1 antag: antagonists of human neuropeptide Y receptor Y1 | P25929 | HEK293-CNG Y1 cells, membrane potential fluorescence; NPY at EC95, then isoproterenol | inhibition, % at 3.6 µM | 200,000 tested, 1% active | AID 1040;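 active = inhibition above the campaign mean inhibition of all tested compounds plus 3 SD, cut at about 20% in these data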;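 also: 0% = DMSO wells given NPY plus isoproterenol and 100% = isoproterenol alone without NPY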
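Material: HEK293 cells with Y1 receptor plus CNG channel; times: compound incubation 1 h at room temperature, readout 45 min post-stimulation; signal: fluorescence, membrane potential probe; read-out basis: fluorescence ratio normalized to % inhibition between controls; benchmarks: full-block control isoproterenol-only wells, zero-block control NPY plus isoproterenol wells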
BaF3 tox: counter-screen for JAK2V617F inhibitors: parental Ba/F3 viability inhibitors. CellTiter-Glo ATP luminescence. inhibition, % at 5.6 µM. 220,000 tested, 1.1% active;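 active = inhibition above a per-campaign cutoff, the mean inhibition of all tested compounds plus 3 SD, cut at about 27% in these data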;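 also: 0% = DMSO wells and 100% = JAK Inhibitor I control wells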
* marks the source's active call; other numbers are inactive results; . = not tested or not shown.

item	structure	NPY-Y1 PAM-ag	S1P4 antag	CHOP inh	S1P4 agonist	Ba/F3 V617F tox	NPY2 pot ag	p47phox inh	NPY-Y1 antag	BaF3 tox
1	COc1ccc(S(=O)(=O)N2CCCCCC2)cc1C(=O)OCC(=O)Nc1cc(C)on1	-2	-18	2	0.1	4	-1	-5	5	7
2	Cc1ccc(C(=O)c2cc([N+](=O)[O-])ccc2N2CCOCC2)cc1	-11	-15	-30	-1.9	5	9	5	2	5
3	CS(=O)(=O)N(CCc1ccccc1)CC(=O)NCc1ccc2c(c1)OCO2	0	-20	4	-4.1	0	-13	-1	3	6
4	C=C1N(c2cccc(Cl)c2)C(=O)OC1(C)C	-1	-4	-14	0.8	5	-13	-2	-1	8
5	O=C(O)CC(NC(=O)c1ccccc1NC(=O)c1ccccc1)C(=O)O (centres undefined)	-12	-11	22	1.1	1	-5	-14	1	2
6	O=C(CC1Oc2ccccc2NC1=O)NCCc1ccccc1 (centres undefined)	2	-11	14	0.4	-2	8	-2	-1	3
7	CCc1nnc2n1N=C(c1cccc([N+](=O)[O-])c1)CS2	26	2	5	-2.1	2	-2	-5	.	4
8	CC(C)NC(=S)N/N=C/c1cc(Br)ccc1O	33	23	77*	-2.8	-6	30	10	-6	3
9	COC(=O)c1cc(NC(=O)CN2C(=O)CSC2=O)ccc1Cl	16	-17	9	-0.5	-2	12	-6	5	0
10	CCOC(=O)C(=O)N(Nc1ccc(C)cc1)c1ccc(C)cc1	18	15	-18	-0.2	2	8	-9	.	3
11	Cc1ccc(S(=O)(=O)n2c(=O)oc3ccccc32)cc1	2	-14	12	0.9	2	9	0	1	6
12	CN1CCC(=NNC(=O)C(=O)Nc2ccccc2)CC1	-11	1	34	-0.7	-1	4	-14	2	0
13	COc1ccc(Br)cc1CN1CCN(C(=O)c2cccc(OC)c2OC)CC1	-5	3	6	-5.3	-1	10	-14	2	8
14	Cc1cc(Br)cc(C)c1OCCCCN(C)C	6	-9	20	-0.9	2	-8	-5	0	8
15	O=C(NCc1ccco1)C1(S(=O)(=O)c2ccc(Cl)cc2)CC1	4	6	-15	3.5	4	-7	-4	13	6
16	CCOc1cc(/C=N/NC(=O)c2cccnc2)ccc1OCC(N)=O	-4	-2	1	0.5	-2	3	-5	0	5
17	CCn1c(-c2ccccc2Cl)nn(CC(=O)Nc2ccc(OC)cc2)c1=S	-17	-19	22	-0.6	1	-3	-19	-4	2
18	O=C1NCCCC1C(=O)N/N=C/c1ccccc1 (centres undefined)	15	2	32	0.3	0	-3	-10	3	-1
19	CN1CCN(c2nc(-c3ccco3)cc(C(F)(F)F)n2)CC1	-19	-6	35	4.1	1	-15	-7	15	4
20	O=C(NCc1ccc2c(c1)OCO2)C1CCN(Cc2cnn(-c3ccccc3)c2-n2cccc2)CC1	-39	1	19	-0.8	1	-15	-12	3	6
21	c1cnc2ccc(C(c3nnnn3C3CCCCC3)N3CCN(C4CCCCC4)CC3)cc2c1 (centres undefined)	-62	-13	.	0.2	37*	-13	.	2	33*
22	O=[N+]([O-])c1ccc(/C=C2\CCC(C3=CCCC3)=C2N2CCOCC2)cc1	-28	-8	-4	-2.3	-2	-5	-10	7	8
23	CCOC(=O)C1CCN(C(=O)CN(c2ccc3c(c2)OCCO3)S(C)(=O)=O)CC1	1	8	19	-0.8	1	-1	-6	10	3
24	CC(C)(C)SCCNC(=O)CN(c1ccc(F)cc1)S(C)(=O)=O	-16	-13	-5	0.0	1	-10	-28	2	3
25	Cc1ccc([N+](=O)[O-])c(-c2n[nH]c(=S)n2-c2cccc(Cl)c2)c1	-5	3	-2	0.2	2	-10	3	.	-1
26	Cc1ccc(S(=O)(=O)Cc2csc(N)n2)cc1	9	-17	4	-0.9	0	6	-6	2	7
27	CC1=CC(C)(C)N(S(=O)(=O)c2ccc(C)cc2)c2cc(C)ccc21	-32	4	.	2.2	82*	9	-14	13	85*
28	COc1ccc(S(=O)(=O)N2CCOCC2)cc1NC(=O)Cc1c(Cl)cccc1Cl	-12	-9	6	1.8	0	4	-28	3	4
29	Cc1nnc(SCC(=O)Nc2ccc3c(c2)OCCO3)n1N	-26	1	1	1.7	0	-7	-5	4	3
30	CCOC(=O)C1CCN(C(=O)C2CCN(S(=O)(=O)c3c(C)noc3C)CC2)CC1	5	2	-1	-1.7	4	-7	-3	-6	5
31	CCOc1ccccc1C(=O)N1CCC(C(=O)c2ccc(F)cc2)CC1	7	-21	44	-1.3	-4	-13	-13	-1	0
32	O=C(CN1CCC(n2nnc3cc(F)ccc32)CC1)NC1CCCCC1	-7	-5	16	-1.2	-2	17	-1	-4	7
33	COC(=O)Nc1ccc(S(=O)(=O)Nc2cnc3ccccc3n2)cc1	0	-12	0	2.3	0	-13	-17	-2	10
34	CC(C)(C)NC(=O)CSc1ncnc2c1nnn2Cc1ccccc1Cl	2	16	1	-1.1	11	6	1	-1	-1
35	CN(C)S(=O)(=O)c1cccc(CSc2cccc[n+]2[O-])c1	4	-14	0	3.6	0	6	6	0	3
36	O=C1c2nc3cc(-c4ccco4)[nH]n3c(=O)c2CN1Cc1ccccc1	2	8	-16	0.1	-1	-13	-9	.	-2
37	O=c1cc(Nc2ccc3c(c2)OCCO3)[nH]c(=O)n1C1CCCCC1	0	-22	.	1.4	12	18	-9	1	3
38	COc1ccc(-c2ccc(OC(=O)NC3CCS(=O)(=O)C3)cc2)cc1 (centres undefined)	19	-26	20	-0.3	-1	-4	-2	.	-2
39	COCCSc1nnc(NC(=O)c2cc(C(=O)OC)cc([N+](=O)[O-])c2)s1	2	12	-6	-0.6	8	-4	-4	1	7
40	C=CCn1c(SCC(=O)Nc2ccc3c(c2)OCCO3)nnc1-c1ccco1	5	-12	7	1.0	1	-8	-8	1	2
41	COC(=O)c1cn(NC(=O)Cc2ccccc2OC)c(=O)c2ccccc12	0	-1	-10	0.1	2	-12	3	1	10
42	Cc1ccc(OCCn2c(=S)[nH]c3c(N)ncnc32)cc1	9	0	-3	-1.8	-1	1	-12	-6	-1
43	CC(C)OC(=O)CSc1ncnc2c1cnn2Cc1ccccc1	-12	7	75*	-1.3	-2	-3	4	-1	3
44	CCSCCNC(=O)c1cc(-n2cnnc2)ccc1Cl	-28	5	12	-2.3	0	-2	-18	-3	1
45	COc1ccc(N=Cc2c(O)n(-c3ccc(OC)cc3)c(=O)c3ccccc23)cc1	21	-14	72*	-0.8	-2	6	33*	2	5
46	COc1ccc(C(=O)C[n+]2ccc3c(c2)nc(-c2ccc(OC)cc2OC)n3C)cc1	-10	-4	-9	-0.2	1	-20	-2	4	15
47	COc1cc(NS(=O)(=O)c2ccc(NC(=O)/C(=C/c3ccccc3Cl)NC(=O)c3ccccc3)cc2)nc(OC)n1	-1	-12	3	0.1	0	-1	-14	3	6
48	c1ccc(N2CC[N+]3(CCCC3)CC2)nc1	-11	3	17	-1.0	-4	3	-1	-6	0
49	CCOc1ccc(Oc2c(/C=N/NC(=O)COc3ccccc3OC)c(C)nn2-c2ccccc2)cc1	-15	-10	85*	22*	3	-17	-14	30*	6
50	CC(C)(C)c1ccc(CS(=O)CC(O)CO)cc1 (centres undefined)	0	-12	-4	1.7	-2	3	-10	-1	1

(continued)
item	structure	NPY-Y1 PAM-ag	S1P4 antag	CHOP inh	S1P4 agonist	Ba/F3 V617F tox	NPY2 pot ag	p47phox inh	NPY-Y1 antag	BaF3 tox
51	Cc1ccc2[nH]c(=O)c(CN(CCCN3CCOCC3)C(=O)NC3CCCCC3)cc2c1	-13	10	50	-0.2	2	-3	-9	0	1
52	O=S(=O)(c1ccccc1)c1nc(-c2ccco2)oc1NCc1ccccc1	7	0	15	-4.3	0	5	-49	2	7
53	CCOc1ccc(-c2[nH]ncc2-c2csc(C)n2)c(O)c1	17	-17	10	-0.4	-4	9	5	3	1
54	C#CCOCCOCCOCCNc1nc(N2CCN(C(=O)[C@H](CCCCN)n3cc([C@@H](N)CC(C)C)nn3)CC2)nc(N2CCN(C(=O)[C@H](Cc3ccc(O)cc3)n3cc([C@@H](N)CC(C)C)nn3)CC2)n1	14	9	9	0.1	-1	8	.	-2	-2
55	Cc1cc(NC(=O)Cn2cc([N+](=O)[O-])cn2)no1	6	-5	7	3.2	0	3	4	3	8
56	Cc1ccc(Nc2ncnc3c2oc2ccccc23)cc1	9	6	64	0.0	-2	-2	-19	10	5
57	O=C(CC(C(=O)O)c1c[nH]c2ccccc12)c1ccccc1 (centres undefined)	-9	-6	7	0.6	-1	-10	1	4	8
58	O=C(NNC(=S)NC1CC2CCC1C2)c1ccc(Cl)cc1 (centres undefined)	-3	2	-11	-0.2	1	1	-12	.	-5
59	S=c1nc(-c2sccc2OCc2ccc(Cl)cc2Cl)[nH][nH]1	7	-42	-1	1.5	6	-3	-2	-2	9
60	Nc1cc(C(=O)N2CCCC2)cc(C(=O)N2CCCC2)c1	-18	-4	1	4.0	2	3	11	-1	3
61	CCCOc1ncnc2c1sc1nc3c(cc12)COC(C)(C)C3	-5	2	-15	1.2	0	3	5	5	1
62	O=C(Nc1nccs1)c1cccc(N2C(=O)C3C4C=CC(C4)C3C2=O)c1 (centres undefined)	-15	-12	11	0.1	-2	2	-1	-2	0
63	O=C1c2c([N+](=O)[O-])cc([N+](=O)[O-])cc2S(=O)N1Cc1ccccc1 (centres undefined)	23	-1	26	1.4	-2	9	12	-2	-1
64	Cn1c(Cc2csc(N)n2)nnc1SCC(=O)NCc1ccccc1	-6	4	36	-0.5	-4	10	-12	-1	-2
65	CCOC(=O)c1sc(-c2cccc([N+](=O)[O-])c2)cc1N	-4	-8	75*	1.0	0	6	-24	-5	5
66	Cc1cc(C)c2sc(NC(=O)CN3C(=O)CCC3=O)nc2c1	22	-6	17	-2.4	-2	-1	2	.	-3
67	COCCNC(=O)CSc1nc2ccccc2c(=O)n1CCC(=O)N1CCN(c2ccccc2)CC1	9	-11	4	-0.8	-1	5	-7	6	4
68	Cc1ccc(NC(=O)O/N=C/c2c(C)nn(C(C)(C)C)c2C)cc1Cl	-25	7	99*	1.5	-1	-8	132*	.	-1
69	CCOC(=O)C(CSCC(=O)c1ccc(Cl)cc1)NC(=O)OC(C)(C)C (centres undefined)	-1	2	5	-1.7	0	5	1	9	6
70	Cc1nnc(SCC2=C(C(=O)O)N3C(=O)C(NC(=O)C(C)n4nc(C(F)(F)F)cc4C)C3SC2)s1 (centres undefined)	-4	3	-6	-1.7	-3	-2	-8	1	-3
71	O=C(NC1CCS(=O)(=O)C1)/C(=C/c1ccc(Cl)cc1)NC(=O)c1ccccc1 (centres undefined)	-6	-25	7	2.3	1	-11	-6	4	-1
72	Cc1ccc2cc(CCl)c(Cl)nc2c1	4	-8	17	0.6	-1	1	-10	.	-3
73	CCn1cc(C(C)(C)C)c(C#N)c1NC(C)=O	7	-5	15	0.5	-3	-6	-7	2	1
74	CCc1nnc(NC(=O)CSc2nnc(Cc3cccn3C)n2CCOC)s1	10	6	10	-0.2	-1	23	-9	7	8
75	COc1ccccc1C(=O)Nc1sc(C(=O)N2CCCC2)c(C)c1C#N	0	0	3	0.1	3	1	-38	-3	4
76	O=C(Cn1c(-c2cncs2)nc2ccccc21)NC1CCCC1	-9	-18	38	2.1	-5	17	-3	-5	-1
77	COc1ccc(-c2nnc(NC(=O)c3ccc(S(=O)(=O)N4CCc5ccccc5C4)cc3)o2)cc1	-9	-5	71*	-0.1	6	-4	5	2	9
